# Screening results from PubChem BioAssay.
# Neddylation inh: cullin neddylation inhibition. P61081+Q13564. TR-FRET cullin neddylation, biochemical. calls only at 25 µM. 0.58% of 360,000 active. AID 651699; in the data active = inhibition above about 36%
# CendR NRP1 mod: alters CendR peptide binding to human NRP-1; FAM-RPARPAR peptide binding to NRP-1, fluorescence polarization; 0.85% of 360,000 active; O14786; inhibition, % at 25 µM;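 active = inhibition or corrected inhibition above about 18%, plus a signal ratio from 0.5 to 1.5, limit read from the data, passing the limit was not always enough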; note: strong numbers were not always called active
# Target sequence (O14786 whole entry, looked up): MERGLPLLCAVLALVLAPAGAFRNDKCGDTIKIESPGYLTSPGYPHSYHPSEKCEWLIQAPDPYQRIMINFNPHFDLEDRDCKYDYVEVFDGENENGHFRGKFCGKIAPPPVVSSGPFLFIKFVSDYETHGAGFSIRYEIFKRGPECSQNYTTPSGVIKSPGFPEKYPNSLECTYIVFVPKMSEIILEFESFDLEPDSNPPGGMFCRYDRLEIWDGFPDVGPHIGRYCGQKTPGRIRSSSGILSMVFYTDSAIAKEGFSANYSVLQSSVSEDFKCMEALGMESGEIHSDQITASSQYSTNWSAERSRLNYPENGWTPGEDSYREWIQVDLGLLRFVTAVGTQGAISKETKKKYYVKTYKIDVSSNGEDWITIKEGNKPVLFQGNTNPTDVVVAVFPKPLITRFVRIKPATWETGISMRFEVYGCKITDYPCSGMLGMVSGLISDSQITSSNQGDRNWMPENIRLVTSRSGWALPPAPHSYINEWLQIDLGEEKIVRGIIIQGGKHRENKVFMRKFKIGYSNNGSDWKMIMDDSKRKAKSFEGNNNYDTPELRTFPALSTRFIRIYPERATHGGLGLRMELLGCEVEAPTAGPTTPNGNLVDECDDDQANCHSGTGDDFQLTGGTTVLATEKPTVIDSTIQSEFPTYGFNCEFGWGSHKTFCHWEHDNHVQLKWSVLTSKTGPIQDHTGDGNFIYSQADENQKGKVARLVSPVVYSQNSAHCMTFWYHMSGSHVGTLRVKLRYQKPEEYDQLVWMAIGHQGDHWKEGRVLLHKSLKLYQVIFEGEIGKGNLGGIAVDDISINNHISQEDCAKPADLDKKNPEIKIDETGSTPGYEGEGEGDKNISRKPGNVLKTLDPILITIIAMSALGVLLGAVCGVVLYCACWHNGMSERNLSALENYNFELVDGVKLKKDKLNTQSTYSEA
# Rin1 Abl inh: inhibitors of human Rin1-Abl protein interaction; P00519+Q13671; TR-FRET Rin1/Abl binding, biochemical; inhibition, % at 7.35 µM; 0.4% of 360,000 active; in the data active = inhibition above about 5%, passing the limit was not always enough
# FAS-TE inh: blocks the thioesterase domain of human fatty acid synthase. 0.67% of 360,000 active. recombinant FAS-TE, OMFH fluorogenic substrate, fluorescence endpoint. inhibition, % at 15 µM. AID 602261. P49327;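 active = compounds whose normalised, plate-corrected inhibition of enzyme fluorescence in the single-dose primary screen is 50% or more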;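 note: 0% = DMSO with enzyme and 100% = substrate without enzyme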
# SKN-1 inh: C. elegans SKN-1 inhibition; 0.49% of 360,000 active; inhibition, % at 21.8 µM; C. elegans VP596 Pgst-4::GFP/RFP ratio, acrylamide-induced, 24 h;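 active = interference check ratio from 0.5 to 1.5 plus GFP to RFP signal ratio inhibition reaching or exceeding a fixed threshold, cut at about 30% in these data, passing the limit was not always enough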; note: some compounds called inactive have numbers as strong as hits
# eLon inh: inhibitors of E. coli Lon protease; P0A9M0; purified E. coli Lon protease, fluorescence polarization; inhibition, % at 7.94 µM; 0.42% of 360,000 active; AID 602123; in the data active = inhibition above about 13%, passing the limit was not always enough;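 note: 0% = enzyme with probe and DMSO and 100% = no enzyme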
# MsrA act: bovine methionine sulfoxide reductase A activation. activation, % at 10.6 µM. purified bovine MsrA, absorbance read-out. 0.3% of 360,000 active; in the data active = activation above about 7.5%;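 note: 0% = vehicle and 100% = reference activator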
# MsrA inh: inhibitors of bovine MsrA. purified bovine MsrA, absorbance read-out. inhibition, % at 15.5 µM. 0.75% of 360,000 active. AID 651718; in the data active = inhibition above about 4.5%;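 note: 0% = vehicle wells with enzyme and 100% = reference inhibitor wells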
# MT1-MMP act inh: blocks activation of human MT1-MMP. 0.061% of 360,000 active. HT1080 RFP-PRO-GFP cells, GFP/RFP ratio fluorescence, overnight; percent of plate control window, DMSO zero. P50281. AID 651647. GFP/RFP ratio change, % at 20 µM;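 active = GFP/RFP ratio change of at least 30% with cell ATP level not reduced by more than half and red fluorescence within 50% of control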; note: strong numbers were not always called active
#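 Assay system: HT1080 RFP-PRO-GFP cells. Benchmarks: DMSO vehicle wells and RFP-L50D-GFP reporter cell wells. Times: overnight cell settling, then overnight compound exposure, 37 °C, 5% CO2. Compound: 20 µM single dose, 1% DMSO. Read-out basis: GFP/RFP fluorescence ratio.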
# * = called active by the depositor; i = inactive; . = not tested or not shown. Compounds were not picked by outcome; any-hit rate near 4.2%.
SMILES,Neddylation inh,CendR NRP1 mod,Rin1 Abl inh,FAS-TE inh,SKN-1 inh,eLon inh,MsrA act,MsrA inh,MT1-MMP act inh
Cc1noc(C)c1NC(=O)Nc1cccc2c1O[C@H](CN(C)C(=O)Nc1ccc3c(c1)OCO3)[C@@H](C)CN([C@H](C)CO)C2=O,i,1,1,29,3,-4,-3,0.7,4
O=C(CCCC(=O)c1ccccc1)NCc1ccccc1,i,9,0,-1,29,2,0,-0.5,0
Cc1ccc(C(=O)Nc2cccc(C(=O)NC3CCCC3)c2)cc1,i,11,0,0,8,-7,-6,-1.2,1
Cc1cc(CSc2ccc(Cl)cc2)ccc1N,i,2,-4,15,24,1,0,-0.6,-12
COc1cc(C(c2c(C)[nH][nH]c2=O)c2c(C)[nH][nH]c2=O)cc(Br)c1OC,i,4,0,-1,10,3,-3,-0.1,2
CCn1ncc(Br)c1C(=O)NC(C)c1ccccc1 (centres undefined),i,0,3,-12,-27,2,-11,0.4,-1
O=C1c2ccccc2NC(c2ccc(O)cc2)N1Cc1ccco1 (centres undefined),.,-6,-2,-5,-37,-3,-12,0.3,-1
O=C(O)c1cc([N+](=O)[O-])c(Nc2cccc3ccccc23)c([N+](=O)[O-])c1,i,10,-2,3,4,-6,-3,1.9,10
Cc1cccc(N2CCN(c3nc4ccc(Cl)cc4n4cnnc34)CC2)c1C,i,3,-4,6,-20,-69,-2,0.1,2
CCN(CCCNC(=O)C1c2ccccc2C(=O)N(CCOC)C1c1ccc(F)cc1)Cc1ccccc1 (centres undefined),i,-3,-3,-2,-14,8,-13,1.5,.
CCC1=C(OC(=O)N(CC)CC)N2C(=O)OC(=NCCc3c[nH]c4ccccc34)[C@]2(Cc2ccccc2)[C@H]2C1=CC[C@H]1C(=O)NC(=O)[C@H]12,i,-14,2,7,11,6,-1,-0.7,-2
CCC1([N+](=O)[O-])COC(c2ccc(C(C)C)cc2)OC1 (centres undefined),i,10,4,12,4,1,8,0.0,5
Cc1cc(NC(=O)COc2ccc3oc4ccccc4c3c2)no1,i,-19,-6,-2,26,12,-1,-0.6,-3
c1ccc(COc2ccc(-c3cc4nc(NCCOc5ccccc5)ccn4n3)cc2)cc1,i,-8,7,20,8,7,-8,0.5,-1
COc1ccc(S(=O)(=O)N(C)C)cc1NCC(=O)Nc1cccc(C#N)c1,i,8,0,17,6,-3,3,0.0,1
Cc1noc(C)c1S(=O)(=O)Nc1ccc(C(=O)O)cc1,i,3,-3,-5,1,1,-2,0.9,-2
COc1ccc(NC(=O)C2CCN(C(=O)c3cccs3)CC2)cc1OC,i,16,0,-3,7,3,-2,-0.7,0
CCOc1cc(C(=O)N2CCN(c3ccc(C(C)=O)cc3)CC2)cc(OCC)c1OCC,i,-3,-2,-3,5,-2,-3,3.7,3
COc1ccc(C(N)c2csc(Nc3ccc(C(=O)NCCCO)cn3)n2)cc1 (centres undefined),i,5,-2,-7,10,-8,-10,2.2,-1
CC(C)(CO)NC(=O)C12CC3CC(CC(Br)(C3)C1)C2,i,0,0,-7,-9,-4,-3,1.0,2
CCOC(=O)C1(CC2CCCCO2)CCN(S(=O)(=O)c2cccc(F)c2)CC1 (centres undefined),i,-8,2,7,3,7,-2,-0.1,-5
COc1cccc(NC(=O)CCS(=O)(=O)c2ccc(Br)cc2)c1,i,0,-1,-3,-8,-1,-4,0.9,-1
Cc1ccc2c(c1)cc(CN(Cc1ccc3c(c1)OCO3)S(=O)(=O)c1ccccc1)c1nnnn12,i,-6,0,25,-8,2,-3,1.0,-1
Cc1ccccc1NC(=O)C(=O)NCC1CCCN1S(=O)(=O)c1cccs1 (centres undefined),i,-6,2,0,12,-10,-3,0.9,4
CCCOc1ccc(F)cc1-c1cc(C(=O)NCc2cccs2)[nH]n1,i,-7,2,17,33,-11,-4,0.3,-3
Oc1ccc(C=Nc2cccc3ccccc23)c(O)c1,i,5,-4,13,-6,-9,-4,2.2,-1
CC1CN(c2ccc(Oc3ccccc3)cc2)c2nc3c(c(=O)n(CC(N)=O)c(=O)n3C)n2C1 (centres undefined),i,-1,2,-18,-9,-2,-3,1.4,5
O=C(/C=C/c1ccc(Cl)cc1Cl)c1cccnc1,i,4,5,0,15,-4,-4,0.5,-2
O=S(=O)(Nc1ccc(NS(=O)(=O)c2ccccc2)c2ccccc12)c1ccccc1,i,-8,-3,2,-7,4,0,-0.4,-3
CC(C)(CN1CCOCC1)NS(=O)(=O)c1ccccc1,i,17,0,-3,3,5,-2,0.4,2
COC(=O)c1c(NC(=O)CCc2ccc(C)o2)sc(C)c1C,i,-12,-3,13,1,-7,-4,0.7,-5
O=C(Nc1ccc(F)c(Cl)c1)C1Cc2c(-c3cccc(F)c3)ccnc2O1 (centres undefined),i,-3,-3,40,16,-3,-6,2.2,8
Cc1c(C)c2c(OCC(=O)NCC(O)c3ccccc3)cc3c(c2oc1=O)CCC(C)(C)O3 (centres undefined),i,0,1,-4,-1,10,-7,0.2,4
CCCn1c(CCNc2nc(-c3ccc(Cl)c([N+](=O)[O-])c3)cs2)nc2cc(Cl)c(Cl)cc21,i,19,3,21,17,14,-3,-1.1,6
Cc1ccc(C)c(CN2CCC(CNC(=O)Nc3ccc(Br)cc3F)CC2)c1,i,6,2,7,5,-5,-2,-0.8,0
O=C(c1cccc(F)c1)N1CCCC(C(=O)N2CCN(c3ccccc3)CC2)C1 (centres undefined),i,1,-1,-7,-18,8,-9,1.5,3

# Full records, looked up by structure. Screens in order: Neddylation inh, CendR NRP1 mod, Rin1 Abl inh, FAS-TE inh, SKN-1 inh, eLon inh, MsrA act, MsrA inh, MT1-MMP act inh
# Entry for CCC1([N+](=O)[O-])COC(c2ccc(C(C)C)cc2)OC1 (centres undefined) = i, 10, 4, 12, 4, 1, 8, 0.0, 5
# Entry for O=C1c2ccccc2NC(c2ccc(O)cc2)N1Cc1ccco1 (centres undefined) = ., -6, -2, -5, -37, -3, -12, 0.3, -1

# Later entries:
SMILES,Neddylation inh,CendR NRP1 mod,Rin1 Abl inh,FAS-TE inh,SKN-1 inh,eLon inh,MsrA act,MsrA inh,MT1-MMP act inh
COc1ccc(NC(=O)c2ccccc2NC(=O)c2cccs2)cc1,i,9,-3,17,8,-6,-4,0.0,-2
O=C(C1CCN(S(=O)(=O)c2cc(Cl)ccc2Cl)CC1)N1CCCC1,i,11,-1,-1,8,-15,-1,0.0,-1
O=C(Cn1[nH]c(=O)c2ccccc2c1=O)Nc1ccc(-c2nnc3n2CCCCC3)cc1,i,10,12*,0,3,-7,-8,0.6,-1
Fc1cccc(NC(=S)N2CCc3ccccc32)c1,i,7,-1,3,-6,3,-6,0.8,-1
CCOc1ccc(NC(=O)CN2CCN(CC(=O)c3ccc(OCC)cc3)CC2)cc1,i,0,-2,-2,15,-3,-2,-0.4,1
O=S(=O)(c1cccc(NC(=S)NCc2ccco2)c1)N1CCOCC1,i,-1,0,-6,0,-1,-6,1.4,-1
Cn1c(C2=C(O)CN(Cc3ccccc3)C2=N)nc2ccccc21,i,8,-4,-5,-3,7,-10,-0.6,-2
CN(C)C(=O)CCc1ccc2c3c([nH]c2c1)[C@]1(C)[C@@H](C(=O)N2CCCCC2)C[C@H](CC(=O)NCCN2CCOCC2)C(=O)N1CC3,i,3,-3,-8,-3,-7,-5,-1.0,2
O=c1n(-c2ccccc2)c(=O)n2n1CCC2,i,-1,-1,-8,-2,-4,6,-0.5,10
Cc1ccc(/C=N/NC(=O)C(C)Oc2cccc3ccccc23)o1 (centres undefined),i,0,2,6,-2,-12,0,-0.4,0
COc1cccc(NC(=S)Nc2ccc(Br)cc2Cl)c1,i,14,-1,8,-9,6,-4,0.7,2
Cc1ccc(NC(=O)Nc2nnc(-c3ccccc3)o2)cc1,i,1,1,-18,8,5,-4,-0.4,3
CCCOc1ccc(N2C(=O)CC(N3CCOCC3)C2=O)cc1 (centres undefined),i,-2,0,-5,0,-10,-3,0.4,-5
CN(Cc1ccc(F)cc1)C(=O)c1cc(COc2ccc(-n3cncn3)cc2)on1,i,12,2,0,2,-4,-3,-0.2,-2
CCCCn1c(C)nc2cc(S(=O)(=O)N3CCOCC3)ccc21,i,-2,0,-3,12,-2,0,0.0,-3
Cc1nc(C(F)(F)F)ccc1C(=O)N1CCC(C)(C(=O)NS(=O)(=O)C2CC2)C1 (centres undefined),i,2,1,-6,0,-15,-3,-1.2,2
Cc1cccc(NC(=O)Nc2c(C)n(C)n(-c3ccccc3)c2=O)c1,i,5,-2,-3,4,3,-3,-0.2,-1
COC(=O)CC1C(=O)NC2CCCCC2N1C(=O)c1ccccc1 (centres undefined),i,0,3,-9,9,6,-3,1.4,-1
COc1cccc2c(=O)c(C(=O)NCc3cccs3)c[nH]c12,.,-15,-2,-2,-15,-8,-10,0.5,8
CCn1c(=O)cc(SCC(=O)NCc2ccc(C)o2)c2ccccc21,i,1,-21,9,10,-5,0,2.1,5
Cc1cc(C)c(NC(=S)N(CCCN2CCOCC2)Cc2cccnc2)c(C)c1,i,4,-1,-2,-7,-10,-4,0.4,2
C=CCN(C(=O)CCc1ccccc1OC)c1nc(-c2ccc(S(C)(=O)=O)cc2)cs1,i,-7,-4,22,14,1,-1,1.1,-13
CC(=O)C1=C(O)C(=O)N(c2ccc(Br)cc2)C1c1ccc([N+](=O)[O-])cc1 (centres undefined),i,-10,3,4,-5,-7,-4,3.1,9
O=C(Cc1ccccc1)Nc1ccc(C(=O)NCc2ccccc2)cc1,i,5,-3,-2,8,2,-4,0.4,4

# 4 compounds already listed, ordered by the number in eLon inh, rising:
compound | eLon inh
CCn1c(=O)cc(SCC(=O)NCc2ccc(C)o2)c2ccccc21 | -5
C=CCN(C(=O)CCc1ccccc1OC)c1nc(-c2ccc(S(C)(=O)=O)cc2)cs1 | 1
O=C(Cc1ccccc1)Nc1ccc(C(=O)NCc2ccccc2)cc1 | 2
Cc1cccc(NC(=O)Nc2c(C)n(C)n(-c3ccccc3)c2=O)c1 | 3

# Additional records.
SMILES,Neddylation inh,CendR NRP1 mod,Rin1 Abl inh,FAS-TE inh,SKN-1 inh,eLon inh,MsrA act,MsrA inh,MT1-MMP act inh
CCNCc1cc(Br)c(OCC(=O)Nc2ccccc2)c(OC)c1,i,12,-4,-6,-4,0,-2,-0.8,6
CC(=O)N1CCN(CC(=O)Nc2ccc(SC(F)F)cc2)CC1,i,0,4,-4,2,5,-4,-1.1,-1
CCCC(=O)Nc1ccccc1NC(=O)CN(C)S(=O)(=O)c1ccccc1,i,-2,4,-3,-8,-3,3,0.9,0
Cc1ccc(-c2csc3nc(C)n(-n4cccc4)c(=O)c23)o1,i,-4,1,-3,12,21*,-3,3.4,-1
C=CCNC(=O)c1ccc(CN(c2ccc(OCC)cc2)S(=O)(=O)c2ccc(C)cc2)cc1,i,16,2,26,18,-2,-2,-0.8,-7
O=C(c1ccc2c(c1)OCCO2)C1CCN(S(=O)(=O)c2cccc(F)c2)CC1,i,-1,1,26,-8,2,-10,0.3,-3
CCOC(=O)N1CCN(C(=O)CCCn2c(=O)[nH]c3ccccc3c2=O)CC1,i,3,4,-5,0,-9,-1,0.6,0
NS(=O)(=O)c1ccc(CCNc2nn3c(-c4cccc(OC(F)(F)F)c4)cnc3s2)cc1,i,-7,-1,20,17,5,-1,-0.2,-1
COc1ccc(NC(=O)c2ccc(NC(=O)CN(C)CC(=O)Nc3c(C)cccc3C)cc2)cc1,i,-7,-2,-1,8,1,-2,-0.1,0
CC(=O)Nc1ccc(-c2ccccc2)s1,i,1,-2,-12,-11,0,-3,0.5,2
Cc1ccc(S(=O)(=O)NCc2ccccc2Br)cc1,i,8,.,.,-6,.,.,2.3,8
CCOC(=O)N/C(N)=N/c1nc2ccccc2s1,i,0,-3,0,-5,4,-3,0.0,4
CCOc1ncccc1C(=O)OCC(=O)c1ccc(F)cc1,i,3,-2,4,-18,-5,0,0.1,0
CC1=CN(S(=O)(=O)c2ccc(C)cc2)C[C@@H]2[C@H]3CC[C@H](C3)[C@H]12,i,6,-1,11,12,-13,-3,0.8,0
O=C(O)C(Cc1c[nH]c2ccccc12)NS(=O)(=O)c1ccc(Br)cc1 (centres undefined),i,-2,3,-4,-4,-18,-4,0.8,-3
